IMPase inh: membrane-permeable compound that blocks inositol monophosphatase | P97697 | CHO-M1 cells, IP1 accumulation, HTRF TR-FRET ratio | inhibition (IP1 accumulation), % at 46.1 µM | 120,000 tested, under 10 active | AID 901; active = well fitted curve in the direction sought with a large enough effect in the signal ratio, not every such curve was filed as active; inconclusive = small, poorly fitted or top-dose-only effect, or a change in a side signal; inactive = no such curve, though single readings can be large or run the other way; the % refers to the signal ratio;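 note: cells stimulated with carbachol in lithium chloride buffer; plate controls were DMSO basal wells for no effect and reference inhibitor wells for full effect; higher means more IMPase inhibition seen as more IP1 and lower FRET ratio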
Target sequence (P97697 whole entry, looked up): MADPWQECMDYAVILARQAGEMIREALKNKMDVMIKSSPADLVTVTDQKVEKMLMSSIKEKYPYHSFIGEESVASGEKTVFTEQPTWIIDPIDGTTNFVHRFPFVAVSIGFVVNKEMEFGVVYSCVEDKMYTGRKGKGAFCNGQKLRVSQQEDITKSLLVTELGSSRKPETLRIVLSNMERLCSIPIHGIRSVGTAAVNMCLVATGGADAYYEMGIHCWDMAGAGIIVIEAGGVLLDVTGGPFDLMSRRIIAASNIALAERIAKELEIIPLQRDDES
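Carbachol-driven Gq signalling in CHO-M1 cells (2000/well) generates IP1. Compounds that block IMPase raise IP1 and so reduce the FRET signal from Eu-anti-IP1 and d2-IP1 after a 10 min room-temperature lysis.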
PNC inhibitor: perinucleolar compartment assembly inhibition; PC3M PTB-GFP, PNC prevalence imaging, 16 h; active compounds read low; activity change (PNC), negative = inhibition, % at 10 µM; 3.1% of 140,000 active; AID 2417;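 active = readout at or below -70, meaning at least 70% loss of cells showing the perinucleolar compartment, a nuclear body marking cancer cells; inconclusive = readout between -30 and a set limit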;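 note: plate controls were DMSO wells for no effect and camptothecin positive control wells for full effect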
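Compounds are pinned in duplicate onto adhered PC3M cells stably expressing GFP-tagged PTB and incubated 16 h at 37 C. Cells are then fixed, nuclei stained with Hoechst, and PNC-positive cells counted.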
12-hLO inh: blocks human 12-lipoxygenase activity; P18054; purified 12-hLO, xylenol orange hydroperoxide absorbance; 0.12% of 150,000 active; Potency, µM (highest dose often 57.1 µM), without a hit: at the top dose activity change, negative = inhibition, hits mostly inhibitors; note: potency is the fitted concentration of half-maximal effect; nearly all actives have a fitted effect of over 55% in size; many of its hits are not listed in these tables
Target sequence (P18054 whole entry, looked up): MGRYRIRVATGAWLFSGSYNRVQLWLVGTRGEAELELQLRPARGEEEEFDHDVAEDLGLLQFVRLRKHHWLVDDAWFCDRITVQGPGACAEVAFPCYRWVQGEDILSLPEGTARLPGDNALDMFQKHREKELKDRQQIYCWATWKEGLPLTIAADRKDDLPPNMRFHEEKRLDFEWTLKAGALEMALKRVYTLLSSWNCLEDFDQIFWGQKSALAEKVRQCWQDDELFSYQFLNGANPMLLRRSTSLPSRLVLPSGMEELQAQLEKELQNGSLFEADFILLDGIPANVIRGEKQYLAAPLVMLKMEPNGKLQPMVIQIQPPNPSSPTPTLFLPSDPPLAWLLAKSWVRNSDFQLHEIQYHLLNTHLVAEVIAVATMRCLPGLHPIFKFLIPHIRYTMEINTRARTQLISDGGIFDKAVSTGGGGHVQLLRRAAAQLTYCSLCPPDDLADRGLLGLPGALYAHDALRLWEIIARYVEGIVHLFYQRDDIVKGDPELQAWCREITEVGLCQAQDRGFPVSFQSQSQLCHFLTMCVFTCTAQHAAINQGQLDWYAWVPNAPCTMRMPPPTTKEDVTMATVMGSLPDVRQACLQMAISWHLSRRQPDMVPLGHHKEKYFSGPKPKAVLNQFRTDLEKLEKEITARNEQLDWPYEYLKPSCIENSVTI
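150 nM 12hLO, 25 mM Hepes pH 7.0 + 0.01% Triton X-100; cpd preinc 15 min RT; 40 uM arachidonic acid, 30 min RT; Fe-XO 30 min; A573/A405 ratio as read-out.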
15-hLO-2 inh: 15-hLO-2 (ALOX15B) enzyme inhibition. O15296. purified 15hLO-2, xylenol orange hydroperoxide absorbance. Potency, µM (top dose mostly 57.1 µM), without a hit: at the top dose activity change, negative = inhibition, hits mostly inhibitors. 0.56% of 110,000 active; note: potency is the fitted concentration of half-maximal effect; nearly all actives have a fitted effect of over 60% in size; many of its hits are not listed in these tables
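Enzyme 50 nM, AA 45 uM, 25 mM Hepes pH 7.5 + 0.01% Triton X-100; cpd preinc 15 min RT, rxn 90 min RT; stop/detect with 200 uM XO + 300 uM Fe(II) in 50 mM H2SO4, 30 min; A573/A405.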
* hit, by the source's call; ? = inconclusive; nt = no result given; & = joins results of further samples; [ ] = another dose, or the depositor's remark. Unless noted, calls come from the whole dose curve; as a rule, active = well fitted curve in the direction sought with a large enough effect; inconclusive = small, poorly fitted or top-dose-only effect, or another doubt; inactive = no such curve, though single readings can be large; an effect the other way counts as inactive or inconclusive. Unless noted, % is set by controls: 0 for no effect and ±100 for the full control effect. These rows are one share of the data; rates above refer to the full screens.

Start of the data: the first two entries as a preview:
entry	Compound	IMPase inh	PNC inhibitor	12-hLO inh	15-hLO-2 inh
1	CCOC(=O)c1sc2nc(CC(=O)OC)nc(NCC(=O)OC)c2c1C	-6	?	-13%	-6%
2	CC(C)(C)n1nnnc1C(c1cccs1)N1CCCc2ccccc21 (configuration not stated)	18	6	-10%	-5%

All compounds of this part, from the start:
entry	Compound	IMPase inh	PNC inhibitor	12-hLO inh	15-hLO-2 inh
1	CCOC(=O)c1sc2nc(CC(=O)OC)nc(NCC(=O)OC)c2c1C	-6	?	-13%	-6%
2	CC(C)(C)n1nnnc1C(c1cccs1)N1CCCc2ccccc21 (configuration not stated)	18	6	-10%	-5%
3	Cc1ccc(NC(N)=S)cc1C	nt	-125*	-4%	nt
4	CC1=NN(c2ccccc2)C(=O)/C1=C/c1cccs1	nt	?	0%	nt
5	COC(=O)c1ccccc1NC(=O)c1ccc(COc2cc(C)cc(C)c2)o1	2&8	24	3%	0%
6	Cc1ccc(NC(=O)CCC(=O)OCC(=O)c2ccc(Oc3ccc([N+](=O)[O-])cc3)cc2)cc1C	-1	138	1%	10%
7	Cn1c(=O)n(C)c2cc(/C=N/NC(=O)c3ccc(Cl)cc3Cl)ccc21	5	64	3%	3%
8	C=CCn1c(-c2csc3c2CCC(C)C3)n[nH]c1=S (configuration not stated)	nt	?	-16%	nt
9	CSCC[C@H](NC(=O)OC(C)(C)C)C(=O)N/N=C/c1cc2ccc(C)cc2nc1Cl	1	26	-1%	nt
10	CCOC(=O)c1sc(=S)n(-c2ccccc2OC)c1N	1	35	-1%	-10%
11	O=C(NNC(=S)NCc1ccccc1)c1ccc(OC(F)F)cc1	nt	-5	0%	nt
12	O=C(O)C1CC(=O)N(c2ccc(OCc3c(F)cccc3Cl)cc2)C1 (configuration not stated)	-4	-108*	0%	-8%
13	O=C1CCSc2ccc(Cl)cc2N1Cc1ccccc1	4	0	-3%	-8%
14	COc1cc(C=O)c(Br)cc1OC1CCCC1	-12	51	-4%	-5%
15	CCOP(=O)(OCC)C(Nc1cccc(C(F)(F)F)c1)c1ccc(C)cc1 (configuration not stated)	5	?	-3%	nt
16	Cc1nnc(NC(=O)c2ccccc2Br)s1	0	-5	1%	-2%
17	Cc1nc2ccccn2c1/C(O)=C1\C(=O)C(=O)N(CCCn2ccnc2)C1c1ccncc1 (configuration not stated)	-18	8	0%	-4%
18	Cc1ccc(OCCN2C(=O)NC3(CCc4ccccc4C3)C2=O)cc1 (configuration not stated)	nt	?	0%	nt
19	Cc1c(NC(=O)C(C)OC(=O)c2cccnc2)c(=O)n(-c2ccccc2)n1C (configuration not stated)	nt	18	2%	nt
20	Nc1ccc(N2CCN(C(=O)c3cccs3)CC2)cc1	9	?	?	?
21	CCCCOc1ccc(CSC(CC(=O)O)C(=O)O)cc1 (configuration not stated)	-9	335	7%	nt
22	COC(=O)c1ccc(C(=O)OC)c(NC(=S)N2CC(C)CC(C)C2)c1 (configuration not stated)	nt	39	-2%	nt
23	CCCCOc1ccc(S(=O)(=O)N2CCCCCC2)cc1	-1	36	-8%	-9%
24	COCCN(CCOC)Cc1c(O)ccc2c3c(c(=O)oc12)CCC3	-13	?	-9%	4%
25	CCOC(=O)c1[nH]c(C)c(/C(O)=C2\C(=O)C(=O)N(CCCn3ccnc3)C2c2ccncc2)c1C (configuration not stated)	-5	?	-12%	-1%
26	COc1ccc(C2=C(Nc3ccc(C)cc3)c3ccccc3C2=O)cc1	nt	12	-2%	nt
27	COC(=O)c1cccc(N2C(=O)C3CC=CCC3C2=O)c1 (configuration not stated)	17	?	-2%	nt
28	COc1ccc(CC(=O)Nc2ccc(-c3cn4ccccc4n3)cc2)cc1OC	-7	9	-5%	0%
29	O=C(Nc1ccc(F)cc1F)c1cc2n(n1)C(C(F)(F)F)C1CCCCC1N2 (configuration not stated)	3	24	-6%	1%[2.29 µM]
30	CC(=O)COC(=O)CCc1nc2ccccc2[nH]c1=O	1	57	2%	3%
31	Cc1nn2c(C)nc3sc4c(c3c2nc1=O)CC(C)(C)OC4	-2	-16	4%	nt
32	Cc1sc(C(=O)NCc2cccnc2)c2nc(C)n(CC(=O)NCc3cccnc3)c(=O)c12	-6	28	4%	4%
33	Cc1cc(C(=O)N/N=C/c2ccc(-c3ccccc3Cl)o2)n[nH]1	-2	?	-7%	nt
34	COc1ccc(-c2c(C#N)c(N)nc3c2c(=O)n(C)c(=O)n3C)cc1	-1	?	1%	nt
35	COC(=O)CCCCCc1ccc(C(C)=O)s1	?	?	-3%	0%
36	COc1ccc(-c2cn[nH]c2N)c(OC)c1	3	16	2%	46%[activator]
37	COc1ccc(NC(=O)C(CC(C)C)NC(=O)c2ccccc2C)cn1 (configuration not stated)	-6	22	-3%	7%
38	Cn1c(N2CCC(C(N)=O)CC2)nc2c1c(=O)n(Cc1ccc(Cl)cc1)c(=O)n2C	-2	-20	-2%	-4%
39	O=C(NCCCN1CCOCC1)Nc1ccc(Cc2ccc(NC(=O)NCCCN3CCOCC3)cc2)cc1	nt	12	3%	nt
40	COc1ccc2[nH]c(=O)c(CN(CCO)C(=O)c3ccccc3F)cc2c1	-5	-28	4%	0%
41	Cc1ccc(OCCNC(=O)c2ccccc2N)cc1	-6	-27	0%	nt
42	O=C(CSc1nc2ccccc2c(=O)n1-c1ccccc1)N1CCCC1	-2	-26	9%	-4%
43	Cc1cccc(NC(=O)CSc2ncnc3nc[nH]c23)c1	-3	22	3%	0%
44	Cc1cccc(CC(=O)N2CCN=C2SCc2ccc([N+](=O)[O-])cc2)c1	5	24	1%	nt
45	CCCCC(NC(C)=O)c1nc2ccccc2[nH]1 (configuration not stated)	-2	-18	0%	3%
46	COc1ccc(N2C(=O)C(CC(=O)Nc3ccc(F)cc3)N(CCc3cccs3)C2=O)cc1 (configuration not stated)	nt	20	-2%	nt
47	CCN1CCN(C(c2cccs2)C(C)NC(=O)CC(C)C)CC1 (configuration not stated)	3	0	-6%	5%
48	Cc1c(O)cccc1C(=O)N[C@@H](CSc1ccccc1)[C@H](O)CN1C[C@H]2CCCC[C@H]2C[C@H]1C(=O)NC(C)(C)C	nt	nt	-3%[0.00818 µM]	11%[0.0915 µM]
49	COc1ccc(-n2ncc3c(=O)n(CC(=O)Nc4ccc(S(=O)(=O)N5CCOCC5)cc4)cnc32)cc1	nt	?	0%	nt
50	COc1ccc(/C=C2/SC(=O)N(CC(=O)Nc3cc(C)on3)C2=O)cc1OC	-16	30	-1%	nt

Other records follow.
entry	Compound	IMPase inh	PNC inhibitor	12-hLO inh	15-hLO-2 inh
51	Fc1ccc(CSc2ncnc3nc[nH]c23)cc1	-3	?	-5%	1%
52	O=C1c2ccccc2C2=Nc3ccccc3SC(c3ccc(Cl)cc3)C12 (configuration not stated)	nt	?	-2%	nt
53	CCOc1ccc(OCc2ccc(C(=O)N3CCc4ccccc4C3)o2)cc1	4	64	-7%	1%
54	C/C(=C/c1oc2ccc(O)cc2c1[N+](=O)[O-])N(C)C	10	?	?	-5%
55	Cc1cc2occ(CC(=O)OCC(=O)Nc3sc4c(c3C#N)CCC(C)C4)c2cc1C (configuration not stated)	nt	12	-4%	nt
56	COc1cc(S(=O)(=O)N(Cc2ccc(C)cc2)C2CCCCC2)ccc1-n1cnnn1	3	19	-8%	3%
57	CC(C)(C)NS(=O)(=O)c1cnc(Cl)c(Cl)c1	5	55	7%	nt
58	CCOC(=O)C1=C(N)Oc2cc(C)oc(=O)c2C1c1cccnc1 (configuration not stated)	-12	18	-6%	-14%
59	CC(C)(C)CC(=O)NCCCCCCNC(=O)CC(C)(C)C	nt	26	3%	nt
60	CCOc1ccc(CCNC(=O)CN2CCN(Cc3ccccc3C)C2=O)cc1OCC	-1	25	-1%	0%
61	CC(C)c1cc(NCCCN2CCOCC2)n2c(nc3ccccc32)c1C#N	-4[0.0738 µM]	-10	3%	nt
62	CCOCCCNC(=O)c1ccccc1SC	21	?	-4%	-6%
63	CC(=O)OC1CC(OC(C)=O)[C@]2(C)C(CC(=O)[C@]3(C)C2CC[C@@]2(C)C(C(=O)O)OC(=O)C4OC423)C1(C)C (some centres not stated)	nt	nt	-3%	2%
64	CC(C)C[C@H](NC(=O)NCc1ccccc1Cl)C(=O)O	-1	-4	-8%	10%
65	CCOC(=O)c1[nH]c(C)c(/C(O)=C2\C(=O)C(=O)N(CCN(C)C)C2c2ccc(C)o2)c1C (configuration not stated)	-7	-10	-19%	-3%
66	Cc1cccc(N(CC(=O)NCCSc2ccccn2)S(=O)(=O)c2ccccc2)c1	nt	19	-7%	nt
67	CN(CC(=O)Nc1ccc(Cl)c(C(F)(F)F)c1)C(=O)/C=C/c1ccco1	nt	33	0%	nt
68	OC[C@@H]1O[C@@H](n2cnc3c(NC4CCCCC4)ncnc32)[C@@H](O)[C@H]1O	5	nt	-6%	4%
69	O=C1/C(=C/c2cccs2)NC(=S)N1C1CC1	nt	-3	-19%	nt
70	CCCn1nc(NC(=O)C2CCCO2)c2cc3cc(C)ccc3nc21 (configuration not stated)	7	20	-4%	-2%
71	CSCC[C@H](NC(=O)NCc1ccccc1F)C(=O)O	0	1	-2%	9%
72	COc1ccccc1CNC(=O)C(Cc1c[nH]c2ccccc12)NC(=O)OCc1ccccc1 (configuration not stated)	nt	5	-4%	nt
73	O=C(COc1ccc(Br)cc1Cl)NC(=O)NCc1ccccc1	nt	0	-1%	nt
74	O=C(CCCCCCN1C(=O)c2ccccc2C1=O)N1CCC(c2ccccc2)C1 (configuration not stated)	7	?	-6%	nt
75	COc1ccc(Nc2ncc(C(=O)O)c3ccccc23)cc1	7	34	6%	-1%
76	Cc1c(NC(=O)Nc2ccc(Cl)cc2)c(=O)n(-c2ccccc2)n1C	8	?	0%	1%
77	COc1ccc(C2(CNC(=O)c3ccc(OCC(C)C)cc3)CCOCC2)cc1	-11	34	-2%	nt
78	CC1CCc2c(sc3nc(CN4CCOCC4)nc(Sc4ccccc4)c23)C1 (configuration not stated)	nt	11	0%	nt
79	CCOc1ccc(-c2n[nH]c(C)c2Oc2ccc(OC)cc2)c(O)c1	-4	4	?	10%
80	Cc1ccc(C)c(NC(=O)Cn2nc(C(F)(F)F)cc2C2CC2)c1	3	25	0%	0%
81	Cc1ncc2c(c1OC(=O)c1ccc([N+](=O)[O-])cc1)COC(C)(C)OC2	2	-27	3%	8%
82	COC(=O)C1=C(C)N(C)C(C)=C(C(=O)OC)C1c1ccccn1	-12	0	-9%	2%
83	Cc1ccc(SCc2[nH]nc3c2C(c2ccco2)C(C#N)=C(N)O3)cc1 (configuration not stated)	-1	6	-27%	-21%

An excerpt of these results, with two lines to a compound.
Fields – IMPase inh, PNC inhibitor, 12-hLO inh, 15-hLO-2 inh
#70 CCCn1nc(NC(=O)C2CCCO2)c2cc3cc(C)ccc3nc21 (configuration not stated)
→ 7, 20, -4%, -2%
#4 CC1=NN(c2ccccc2)C(=O)/C1=C/c1cccs1
→ nt, ?, 0%, nt
#80 Cc1ccc(C)c(NC(=O)Cn2nc(C(F)(F)F)cc2C2CC2)c1
→ 3, 25, 0%, 0%
#66 Cc1cccc(N(CC(=O)NCCSc2ccccn2)S(=O)(=O)c2ccccc2)c1
→ nt, 19, -7%, nt
#5 COC(=O)c1ccccc1NC(=O)c1ccc(COc2cc(C)cc(C)c2)o1
→ 2&8, 24, 3%, 0%
#8 C=CCn1c(-c2csc3c2CCC(C)C3)n[nH]c1=S (configuration not stated)
→ nt, ?, -16%, nt
#24 COCCN(CCOC)Cc1c(O)ccc2c3c(c(=O)oc12)CCC3
→ -13, ?, -9%, 4%
